Screening results as filed in PubChem BioAssay.
SDO1 yeast rescue – restores growth of sdo1-depleted yeast | S. cerevisiae sdo1-depleted JHY4D growth rescue, OD600 30 h; stronger effect = higher value; pdr5 snq2 efflux-pump mutant strain | z-score at 10 µM | 140,000 tested, 0.21% active;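 active = z-score above 3 at both the 24 hr and the 30 hr optical density reads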;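 also: z-score against mean and SD of all compound wells on the same plate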
Insulin prom inh – TRM-6 insulin promoter activity inhibition | TRM-6 cells (human fetal islet line), insulin promoter-eGFP reporter, imaging; reporter expression induced with tamoxifen | inhibition, % at 2 µM | 130,000 tested, 0.9% active | AID 1273;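 active = inhibition above the mean plus 3 SD, with well images judged a real hit on visual review, cut at about 60% in these data, passing the limit was not always enough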
SDO1 yeast rescue Rescue 24 h – further read-out of SDO1 yeast rescue, marked with its call; z-score; S. cerevisiae sdo1-depleted JHY4D growth rescue, OD600; measured here: growth rescue at 24 h;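 0 is the plate mean of compound wells and units are plate SD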
Active calls of the source: *; . = no result given; [ ] = another dose, or the depositor's remark.

The first 5 entries (preview)
smiles,SDO1 yeast rescue,SDO1 yeast rescue Rescue 24 h,Insulin prom inh
COc1ccc(NC(=O)CC2C(=O)N(c3ccccc3)C(=O)N2CCc2cccs2)cc1 (stereo not given),1.25,2.04,-23.5
Cc1cc(C2C(=O)CC(=O)CC2c2ccccc2)on1 (stereo not given),0.58,0.12,.
CC1=C(CC(=O)c2ccc(Cl)cc2)C(=O)c2ccccc2C1=O,-0.75,0.02,14.3
Cc1cc(=O)n2c(C)n[nH]c2n1,0.98,0.82,-23.1
O=C(C1CCCO1)N1CCN(C(=S)Nc2cccc(Cl)c2)CC1 (stereo not given),0.53,-0.07,.

Main list, repeating the preview:
smiles,SDO1 yeast rescue,SDO1 yeast rescue Rescue 24 h,Insulin prom inh
COc1ccc(NC(=O)CC2C(=O)N(c3ccccc3)C(=O)N2CCc2cccs2)cc1 (stereo not given),1.25,2.04,-23.5
Cc1cc(C2C(=O)CC(=O)CC2c2ccccc2)on1 (stereo not given),0.58,0.12,.
CC1=C(CC(=O)c2ccc(Cl)cc2)C(=O)c2ccccc2C1=O,-0.75,0.02,14.3
Cc1cc(=O)n2c(C)n[nH]c2n1,0.98,0.82,-23.1
O=C(C1CCCO1)N1CCN(C(=S)Nc2cccc(Cl)c2)CC1 (stereo not given),0.53,-0.07,.
Cc1ccccc1Nc1nnc(SCC(=O)NCc2cccs2)s1,0.55,1.27,-16.7
Cc1nc(Nc2ccccc2)sc1-c1ccccc1,-1.61,-1.06,52.9
COc1cc(/C=N/NC(=S)NCc2ccccc2)ccc1OCC#N,0.3,0.88,-46.1
Cc1cccc(C)c1NC(=O)COC(=O)c1ccccc1Nc1ccccc1,-0.45,0.12,-20.0
CCCCCOC(=O)Cn1c(SCC(=O)Nc2ccccc2)nc2c1c(=O)[nH]c(=O)n2C,-0.94,-1.97,-16.7
O=C(Cc1ccccc1)NCC(=O)N/N=C/c1ccc(Cl)cc1,.,.,16.7
O=C(COC(=O)C1CC(=O)N(c2ccc3c(c2)OCCO3)C1)Nc1ccc2c(c1)CCC2 (stereo not given),0.36,0.57,.
CCOCCCNCC(=O)Nc1ccccc1N1CCOCC1,0.72,-0.1,.
Cc1csc(NC(=O)c2ccc(S(C)(=O)=O)cc2)n1,.,.,-86.7
CCOC(=O)CSc1nnc(CNC(=O)c2ccco2)n1-c1ccc(F)cc1,0.98,0.44,.
O=C(Nc1cc(SCCO)cc([N+](=O)[O-])c1)c1ccc(Br)o1,0.19,-0.82,-18.8
CCCn1c(=O)n(C)c(=O)c2c(SCC(=O)NCc3ccco3)nc(C3CC3)nc21,0.76,1.6,2.9
CCCCc1c(O)nc2ccccn2c1=O,0.78,0,-15.6
COc1cc2c(cc1OC)C1(CCCC1)CNC2C (stereo not given),1.1,0.27,22.2
Cc1ccccc1NC(=O)CNc1ccccc1N1CCCCC1,-0.82[12 µM],1.57,.
CCOC(=O)CNc1nc(C(C)(C)C)nc2c1nnn2Cc1ccccc1Cl,-0.52,-0.4,-11.1
O=C(NCc1ccc(F)cc1)C(c1cccs1)N(C(=O)c1csnn1)C1CC1 (stereo not given),-0.35,-0.53,-51.5
COc1cccc(OC)c1C(=O)NC(=S)Nc1ccc2c(c1)OCCO2,.,.,-85.0
CSc1ccccc1C(=O)Nc1ccc2c(c1)OCCO2,-0.08,-0.52,0.0
CN1CCN(/N=C2/C(=O)Nc3ccc([N+](=O)[O-])cc32)CC1,.,.,33.3
Cn1nc(CC(=O)Nc2ncc(Br)s2)c2ccccc2c1=O,-0.32,0.32,5.4
O=C(Nc1ccc2oc(-c3ccc4ccccc4c3)nc2c1)c1ccc2c(c1)OCCO2,-1.58,-0.92,.
CC1=C(C(=O)Nc2ccccc2)C(c2ccco2)NC(=O)N1 (stereo not given),0.49,0.24,38.9
COC(=O)c1cccc(Nc2cc(C)nc(-c3ccccc3O)n2)c1,-1.99,-0.91,.
N#CC1=C(N)OC2=C(CCc3ccccc32)C1c1ccccc1Cl (stereo not given),-1.45,-0.52,-77.4
Cc1ccc(CNC(=O)C2C3C=CC(C3)C2C(=O)O)cc1 (stereo not given),1.2,2.89,-372.2
Cc1ccc(-c2cc(C(F)(F)F)n3nc(C(=O)Nc4c(C)n(C)n(-c5ccccc5)c4=O)cc3n2)cc1,-0.18,-0.17,-22.9
COc1ccc(-c2c3c(=O)n(C)c(=O)n(C)c3cn2-c2cccc(OC)c2)cc1,-0.26,1.02,21.4
CCOC(=O)C1(CC/C(C)=N\NC(N)=O)CC(C)OC1=O (stereo not given),0.33,-0.03,.
CCN(C(=O)c1cccc(Br)c1)c1ccccc1,-0.39,-0.08,23.8
Cc1nn(CC#N)c(=O)n1-c1ccccc1F,-0.41,-1.16,-87.5
CC(=O)N1CCc2cc(C(=O)CN3CCC(C)CC3)ccc21,1.1,1.39,.
O=C(CSCc1ccc(F)cc1)NCc1ccc(F)cc1,.,.,0.0
CCOC(=O)/C(C#N)=C\c1c(OCC)n(CC)c2ccccc12,-0.87,-0.68,3.2
CCOC(=O)C1C(c2ccccc2Cl)NC(=O)N(C)C1(O)C(F)(F)F (stereo not given),0.22,-0.6,8.3
COc1ccc(Oc2ccccc2/C=N/O)cc1,-0.61,-0.95,-37.8
Nc1ccc(C(=O)Nc2ccco2)cc1,1.48,1.6,-100.0
COc1ccc(C(=O)CSc2nnc(-c3ccccn3)n2Cc2ccco2)cc1,-0.63,-0.09,.
CCCCC(=O)Nc1cccc(NC(=S)NC(=O)C(C)C)c1,0.64,0.34,.
CCCn1c(CNC(=O)Cc2ccccc2)nc2ccccc21,-0.66,-0.62,.
CCCC(=O)Nc1ccc(C(=O)NNC(=O)COc2ccc(Br)c(C)c2)cc1,0.2,2.06,8.7
CCOC(=O)/C(=C\c1ccc([N+](=O)[O-])cc1)C(=O)c1cc(C(C)=O)c(Nc2ccccc2)s1,-2.3,-1.61,23.3
CC(=O)c1nn(-c2cccc(Br)c2)cc1C(=O)c1ccc(Br)cc1,-0.38,1.64,33.3
C=CCN1C(=O)CSc2ccc(C(=O)NCCC3=CCCCC3)cc21,-0.87,-0.15,30.6
CC1CCCC(C)N1/N=C/c1cc(Br)c(O)c(Br)c1 (stereo not given),0.32,-0.24,16.1
N/C(=N\OCC(=O)Nc1ccccc1)c1nonc1N,0.16,-0.6,17.9
Cc1ccc(C)c2sc(N)nc12,.,.,-26.7
O=C1c2cccc3cccc(c23)C(=O)N1c1nccs1,0.08,-0.72,-18.2
CCOC(=O)c1ccc(N=c2sc(C(=O)OC)cc(=O)n2-c2ccc(C(=O)OCC)cc2)cc1,-0.86,-0.12,10.0
CCOC(=O)N1CCN(C(=O)c2cc(OC)cc(OC)c2)CC1,0.7,0.44,-16.2
CC(C)CC1(C(=O)NCCN2CCOCC2)C=CCN1C(=O)c1ccccc1 (stereo not given),0.15,0.41,0.0
c1cn2cc(CN3CCOCC3)nc2s1,0.39,0.35,-71.0
CCS(=O)(=O)c1ccc2oc(SCC(=O)NC(C)C3CC4CCC3C4)nc2c1 (stereo not given),-0.27,0.53,15.6
CN1CCN(C(=O)c2cnn(-c3ccccc3)c2NC(=O)c2cccs2)CC1,0.74,0.25,.
Cc1nnc2ccc(N3CCOCC3)nn12,1.53,1.26,3.2

Next section:
smiles,SDO1 yeast rescue,SDO1 yeast rescue Rescue 24 h,Insulin prom inh
COc1c(F)c(F)c(C(=O)Nc2cccc(Cl)c2N2CCOCC2)c(F)c1F,0.86,0.45,0.0
NS(=O)(=O)c1ccc(CNC(=O)CC23CC4CC(CC(C4)C2)C3)cc1,0.93,0.93,-48.6
Nc1ccc2nc(SCc3ccc([N+](=O)[O-])cc3)sc2c1,-2.67,-1.98,.
Cc1cc(C)c(S(=O)(=O)ON2C(=O)c3ccccc3C2=O)cc1C,-1.26,-1.2,-22.2
CS(=O)(=O)Nc1ccc(C(=O)NCc2ccco2)cc1,-0.28,-0.75,37.5
O=C(CCSCCc1ccccn1)Nc1nccs1,0.53,-0.01,.
O=C(CCCOc1ccccc1)N1CCN(c2ccccn2)CC1,0.21,0.28,38.5
O=C(OCc1ccc([N+](=O)[O-])cc1)C1CC(=O)N(c2ccccc2)C1 (stereo not given),0.05,-0.83,78.6*
CC(C)Cc1nnc(NC(=O)CSc2nc(O)c(-c3ccccc3)c(=O)[nH]2)s1,.,.,8.1
CCOC(=O)CC(NC(=O)c1ccccc1F)c1ccc(C)cc1 (stereo not given),.,.,8.3
Cc1cc(N2CCCC2=O)cc(C)c1CN1C(=O)c2ccccc2C1=O,-0.64,0.49,-144.7
Cc1csc(NC(=O)c2cnccn2)n1,0.29,-0.71,15.4

Further entries
Order of results: SDO1 yeast rescue	SDO1 yeast rescue Rescue 24 h	Insulin prom inh
- COc1ccc(CC(=O)NC(C)c2nnc(SCC(=O)c3ccc(Br)cc3)n2C)cc1 (stereo not given)
  0.61	0.6	-235.7
- O=C(COC(=O)CNC(=O)C12CC3CC(CC(C3)C1)C2)NC1CCS(=O)(=O)C1 (stereo not given)
  -0.1	-0.73	.
- CCC(=O)CCC(=O)c1ccc2ccccc2c1
  0.12	-0.59	-10.0
- Cc1ccccc1CN(CC(=O)Nc1cccc([N+](=O)[O-])c1)S(=O)(=O)c1ccc(Cl)cc1
  -0.79	-0.46	0.0
- CCN(CC)CCOC(=O)c1ccc(NC(=O)CNC(=O)C2CCCCC2)cc1
  0.85	0.62	-28.1
- N#Cc1c(SCC(=O)O)nc(-c2ccccc2)c2c1CCCC2
  2.66	1.87	-29.3
- CSc1ccccc1C(=O)NCCOc1ccccc1C
  .	.	0.0
- O=C(Nc1nnc(SCc2cccc3ccccc23)s1)C1COc2ccccc2O1 (stereo not given)
  0.81	1.31	.
- O=C(CSc1nnc(-c2cccnc2)o1)Nc1ccccn1
  1.16	0.47	7.7
- Cc1oc(/C=N/NS(=O)(=O)c2ccccc2)cc1Br
  0.34	0.32	-2.7
- CCn1c(=O)cc(SCC(=O)Nc2ccc3c(c2)OCO3)c2ccccc21
  -0.38	-0.55	-16.1
- O=C(NCc1ccc(F)cc1)C(=O)NCC1OCCN1C(=O)c1ccc(Cl)cc1 (stereo not given)
  0.86	1.72	-19.1
- COc1cccc(-c2noc(N)c2C#N)c1
  -0.75	-0.72	50.0
- CCCCCC1(C(=O)OCC)CC(CSC(=N)N)OC1=O (stereo not given)
  .	.	-73.3
- Cc1nnc(NC(=O)c2cccc(NC(=O)C(C)C)c2)s1
  0.48	0.37	5.4
- CCCN1C(=O)CN(C2CCCCCC2)C(=O)C1c1ccc(C)cc1 (stereo not given)
  -0.54	-0.86	-230.0
- Cc1cccc(N2CCN(C(=O)c3ccc(N4CCCC4=O)cc3)CC2C)c1 (stereo not given)
  -0.24	-0.46	.
- COC(=O)C1=C(C(=O)OC)SC(=C2C(=S)C(C)(C)N(C(=O)C(C)C)c3ccccc32)S1
  -1.69	-0.88	40.0
- Cc1cc2c(c(SCC(=O)NCc3ccc(Cl)cc3)n1)C(=O)OC2
  .	.	0.0
- CCN(c1ccccc1)S(=O)(=O)c1ccc(NC(=S)NC(=O)c2ccc(Br)o2)cc1
  -1.38	-0.38	0.0
- COC(=O)c1ccccc1NC(=S)NC(=O)c1ccccc1C
  -1.15	-1.06	.
- CC(c1ccccc1)n1cc(C(=O)NCC2COc3ccccc3O2)nn1 (stereo not given)
  -0.98	-0.41	39.5
- CCOc1ccc(CN2CCNC(=O)C2CC(=O)OC)cc1 (stereo not given)
  0.56	0.15	.
- O=C(N1CCOCC1)N1CCN(Cc2ccccc2)CC1
  0.32	-0.01	.
- Cc1ccc(C2=N/C(=C\c3cccnc3)C(=O)O2)cc1
  1.45	0.33	-23.1
- COC(=O)N/N=C/c1cc(Cl)c(OCc2ccc(F)cc2)c(OC)c1
  -0.22	0.7	-10.8
- CC(=O)Nc1ccc(NC(=O)C(Cc2ccccc2)NC(=O)C2CCC(C)CC2)cc1 (stereo not given)
  -0.12	0.22	21.4
- Cc1nc2ccc(S(=O)(=O)Nc3ccc(-c4nc5cccnc5s4)cc3)cc2s1
  -1.05	0.48	12.2
- O=C(c1ccccc1)N(Cc1ccc(F)cc1)Cc1nc2ccccc2c(=O)[nH]1
  -0.64	-0.52	-118.8
- CCOC(=O)CN1NC2(CCC(C(C)(C)C)CC2)NC1=S (stereo not given)
  -0.14	-0.41	25.6
- CCN1CCN(c2ncnc3sc(C(=O)Nc4ccccc4F)c(C)c23)CC1
  -1.24	-0.68	.
- COc1cc(OC)cc(C(=O)NCc2ccc(-n3cccc3)cc2)c1
  .	.	6.7

The list is partial; rates above refer to the full screens.
